GPR151 activ: activates the human receptor GPR151 | PathHunter beta-arrestin GPR151 cells, luminescence | activation, % at 11.2 µM | actives 1% (n = 650,000) | AID 1508602; in the data active means activation above about 4.9%;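 further: 0% = median of compound wells and 100% = cells with positive control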
Target sequence (Q8TDV0 whole entry, looked up): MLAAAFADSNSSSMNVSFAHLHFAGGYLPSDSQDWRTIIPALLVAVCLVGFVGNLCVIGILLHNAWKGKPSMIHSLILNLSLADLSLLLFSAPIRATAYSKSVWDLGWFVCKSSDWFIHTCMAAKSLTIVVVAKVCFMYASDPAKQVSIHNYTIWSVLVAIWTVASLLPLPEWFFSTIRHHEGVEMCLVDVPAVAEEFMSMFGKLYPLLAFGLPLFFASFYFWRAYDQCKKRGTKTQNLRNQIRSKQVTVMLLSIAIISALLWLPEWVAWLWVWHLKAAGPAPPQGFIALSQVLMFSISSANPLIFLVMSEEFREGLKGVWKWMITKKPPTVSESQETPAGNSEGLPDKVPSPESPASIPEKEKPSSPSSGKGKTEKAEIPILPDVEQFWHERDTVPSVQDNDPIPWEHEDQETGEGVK
MITF primary: blocks human microphthalmia-associated transcription factor | O75030 | inhibition, % at 2.6 µM | AlphaScreen MITF homodimerization, bead proximity signal | AID 1259374 | actives 0.91% (n = 650,000); in the data active means inhibition above about 50%;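 further: 0% = vehicle wells with protein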
FBW7 activator: activators of human E3 ligase FBW7. Q969H0. AlphaScreen FBW7–phospho-cyclin E peptide binding, activator screen. normalized activity (activation), % at 26.1 µM. actives 0.13% (n = 650,000); in the data active means normalized activity above about 1.9%;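 further: purified mutant Fbw7 with reduced substrate affinity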
Target sequence (Q969H0 whole entry, looked up): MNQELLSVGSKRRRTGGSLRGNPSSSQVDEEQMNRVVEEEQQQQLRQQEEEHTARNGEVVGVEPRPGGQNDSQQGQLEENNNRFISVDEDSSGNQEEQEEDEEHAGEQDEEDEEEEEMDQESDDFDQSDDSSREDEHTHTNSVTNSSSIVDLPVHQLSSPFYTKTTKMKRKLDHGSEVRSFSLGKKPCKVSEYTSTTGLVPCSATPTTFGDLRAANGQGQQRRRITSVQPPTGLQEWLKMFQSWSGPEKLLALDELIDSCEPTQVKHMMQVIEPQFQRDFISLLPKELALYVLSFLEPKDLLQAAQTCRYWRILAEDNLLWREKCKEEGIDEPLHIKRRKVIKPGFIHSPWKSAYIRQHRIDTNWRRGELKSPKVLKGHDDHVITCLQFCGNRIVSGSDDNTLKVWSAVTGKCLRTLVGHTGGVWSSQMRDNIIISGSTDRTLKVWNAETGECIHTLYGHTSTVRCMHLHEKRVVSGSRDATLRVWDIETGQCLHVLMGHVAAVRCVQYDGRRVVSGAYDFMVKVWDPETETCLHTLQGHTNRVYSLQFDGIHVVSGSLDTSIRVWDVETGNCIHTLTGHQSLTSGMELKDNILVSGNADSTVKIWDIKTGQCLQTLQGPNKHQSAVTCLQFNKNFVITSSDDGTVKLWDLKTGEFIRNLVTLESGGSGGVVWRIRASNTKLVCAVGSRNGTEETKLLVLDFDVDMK
TEAD-YAP inh: TEAD-YAP interaction inhibition; HEK-TIYL cells, TEAD-Gal4/YAP UAS-luciferase luminescence; actives 1.4% (n = 640,000); inhibition, % at 9.12 µM; in the data active means inhibition above about 32%;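 further: 0% = median of test compound wells and 100% = reference inhibitor wells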
Numbers without * were called inactive; nt = not tested or not shown.

structure | GPR151 activ | MITF primary | FBW7 activator | TEAD-YAP inh
O=[N+]([O-])c1ccc(Nc2nc(NCCN3CCOCC3)nc(N3CCOCC3)n2)cc1 | 0.8 | 10 | -0.1 | 6
COC(=O)C1=CN(C)C=C(C(=O)OC)C1c1cccc(OC)c1OC | -0.7 | -2 | 0.0 | 12
Nc1cc(Cl)ccc1C(=O)OCC(=O)Nc1ncc(Cl)cc1Cl | -1.1 | 2 | 0.1 | 0
CC1=CC(C)C(C2OC(C)C(C)O2)C(C)C1 (stereo not given) | 2.9 | 0 | 0.1 | -2
CCCNC(=O)c1ccccc1NC(=O)Nc1cccc(Cl)c1 | 0.4 | 2 | 0.3 | -1
CCOC(=O)c1sc(NC(=O)c2cccc(F)c2)nc1-c1ccccc1 | -1.7 | 9 | 0.0 | 9
O=C(CCc1nnc(CCCCc2ccccc2)o1)NCCCn1ccnc1 | 1.2 | 3 | 0.1 | -6
O=S(=O)(NCC1(c2ccccc2)CCOCC1)c1ccc(Cl)s1 | 0.1 | 0 | -0.2 | -1
COc1ccc(C(=O)NCC2(c3cccs3)CCCC2)cc1OC | 1.1 | -19 | -0.1 | -20
CSCCCNC(=S)N1CCN(c2ccccc2F)CC1 | 3.3 | 1 | -0.1 | 4
COc1cc([N+](=O)[O-])cc(CN2CCN(C)CC2)c1O | 0.2 | 12 | -0.1 | 14
Cc1ccc(N(CC(=O)Nc2cccc(Cl)c2C)S(=O)(=O)c2ccccc2)cc1C | 3.0 | 3 | -0.2 | -3
Cc1cccc(OCC(=O)Nc2ccc(-c3nc4ncccc4o3)cc2)c1 | -1.6 | 18 | 0.9 | 4
CC(=O)Nc1nc(CC(C)C)cc(-c2ccco2)c1C#N | 2.9 | 5 | 0.4 | -2
CC(C)N1CCN(Cc2ccc(OC3CCCC3)cc2)CC1CCO (stereo not given) | 17* | 10 | 0.1 | 13
O=Cc1cc2ccccc2nc1N1CCCCC1 | 0.0 | 3 | 0.1 | 4
CCOC(=O)CS(=O)(=O)c1ccc(C(=O)N2CCN(c3cc(C)ccc3C)CC2)cc1[N+](=O)[O-] | 2.9 | 3 | 0.0 | -17
CNC(=O)CN(c1cccc(Cl)c1Cl)S(=O)(=O)c1ccccc1 | 1.0 | 13 | 0.7 | -11
CCOc1ccc(CN(C)CC(=O)Nc2ccc(C(C)=O)cc2)cc1 | 0.9 | 0 | 0.0 | -2
O=C(Nc1ccc(F)cc1)Nc1cccnc1 | 0.8 | -14 | 0.0 | -12
CCC(CC)C(=O)O/N=C(\N)c1ccccc1 | 0.5 | 5 | -0.1 | 7
CCN1C(=O)CC(c2ccccc2)=Nc2ccccc21 | 1.4 | -3 | -0.2 | 1
O=C1c2ccccc2-c2onc3c(N4CCN(CCOc5ccc(Cl)cc5)CC4)cc(Nc4ccc5c(c4)OCCO5)c1c23 | 1.2 | 10 | -0.7 | -1
CCCSC1=C(C#N)C(c2ccc(C)cc2)CC(=O)N1 (stereo not given) | -1.7 | 16 | 0.0 | -4
Cc1ccc(CNC(=O)N2CC(C)Sc3ccccc32)cc1 (stereo not given) | 3.2 | 5 | -0.1 | 11
Cc1cc(C2C(C#N)=C(N)N(c3ccc([N+](=O)[O-])cc3Cl)C3=C2C(=O)CCC3)c(C)s1 (stereo not given) | 0.6 | 1 | -0.2 | -4
COC(=O)C1=C(C)NC(=O)/C1=C\c1cc(C)n(-c2ccc(Cl)c(Cl)c2)c1C | -0.8 | 8 | 0.1 | 4
O=C(Cn1cnc2c(cnn2-c2ccc(Cl)cc2)c1=O)NCc1ccco1 | 2.2 | 8 | 0.1 | 7
CCCCSCCCNC(=O)c1ccc(/C=C2/Oc3ccccc3N(C)C2=O)cc1 | -1.5 | 15 | 0.5 | -14
COc1ccc(-c2ncc(C(=O)NCc3cccnc3)s2)cc1 | -0.1 | 14 | 0.1 | -14
O=C(Nc1ccc2oc(-c3cccnc3)nc2c1)c1cccc(Cl)c1 | -0.4 | 4 | 0.6 | 6
Cn1c2ccccc2c2c(C(=O)NCc3ccco3)cn(C3CCCCC3)c(=O)c21 | 1.7 | -3 | 1.1 | -4
COC(=O)c1ccc(OCc2ccnc(Cl)c2)cc1 | -7.0 | -4 | 0.3 | -29
O=C(NCCCN1CCCC1=O)c1ccc2nc(Nc3cccnc3)sc2c1 | 1.7 | 4 | 0.2 | -14
COc1cccc(-c2cc(C(=O)Nn3cnnc3)c3ccccc3n2)c1 | 5.1* | 0 | -0.1 | 11
CCS(=O)(=O)N1CCC[C@H]1Cn1nc(-c2ccc(F)cc2)ccc1=O | -0.9 | -2 | 0.0 | 2
CC1CCC(NC(=O)c2ccc(Cn3c(=O)[nH]c4ccsc4c3=O)cc2)CC1 (stereo not given) | 0.7 | 0 | -0.1 | -5
CC(C)n1cnc2c(NCCCN3CCCC3=O)nc(N3CCN(Cc4ccc5c(c4)OCO5)CC3)nc21 | 2.1 | -5 | 0.0 | -9
Cc1cc(-n2c(=S)sc3c(=O)[nH]c(SCC(=O)NCc4ccco4)nc32)ccc1Cl | -0.4 | -2 | -0.1 | 0
O=C(Nc1cc(C(F)(F)F)ccc1C(F)(F)F)c1ccccc1I | 1.1 | -8 | 0.0 | -1
O=C(O)C1CCN(S(=O)(=O)c2cccnc2)CC1 | -1.1 | 11 | 0.0 | 10
Cc1nn(C(=O)CCN2C(=O)c3ccccc3C2=O)c(C)c1Br | -0.1 | 16 | 0.1 | 2
O=C1CC(Nc2ccc(F)cc2)C(=O)N1c1ccc(Cl)cc1 (stereo not given) | -0.6 | 15 | 0.0 | 5
CCc1nc(SCC(=O)Nc2ccccc2C)n[nH]1 | -0.4 | 14 | 0.2 | 15
CCOC(=O)c1ccc(NC(=O)CSc2nc(N)c3c4c(sc3n2)CCC4)cc1 | 0.8 | 7 | 0.0 | 0
Cc1nc2ccc(NC(=O)N3CCN(c4ccccc4)CC3)cc2nc1C | 0.6 | 6 | 0.1 | 2
O=C(NCc1ccccc1)c1ccnc(-c2ccc3[nH]ccc3c2)c1 | -0.8 | 31 | 0.0 | -9
COc1ccc(CNC(=O)CCS(=O)(=O)c2cc3c(cc2Cl)NC(=O)CO3)cc1 | -1.7 | 0 | -0.1 | -3
O=c1ccn2c(SCc3ccccc3F)nnc2[nH]1 | -0.2 | 12 | 0.0 | 7
O=C1Nc2ccccc2S/C1=C/c1ccc(C(=O)NCCCN2CCCC2=O)cc1 | -0.5 | 3 | 0.2 | 3
Cc1cccc(-c2ocnc2C(=O)Nc2nnc(-c3ccco3)s2)c1 | 1.6 | 7 | 0.1 | 4
CCc1ccc(NC(=O)C(=O)N/N=C(\C)CC(=O)NC23CC4CC(CC(C4)C2)C3)cc1 | -0.4 | -2 | -0.1 | -24
O=C(O)/C=C/C(=O)Nc1ccc(Cl)c(Cl)c1 | 0.6 | 5 | 0.7 | -5
Cc1ccc2ncc(C(=O)Nc3ccc(OC(F)(F)F)cc3)c(=O)n2c1 | -0.5 | 11 | 0.4 | 0
O=C(Nc1ccc(OC(F)F)cc1)c1ccc(Br)o1 | -1.4 | 14 | 0.8 | -22
COc1ccc(CCNC(=O)c2ccc(-c3ccc(OC)nc3)s2)cc1 | -9.8 | 1 | 0.0 | 9
Cc1cccnc1C(NC(=O)C1CCN(C(=O)NCc2ccccc2)CC1)c1cccs1 (stereo not given) | 0.3 | 23 | 0.6 | 8
O=C1c2ccccc2-c2onc3c(N4CCC5(CC4)OCCO5)cc(Nc4cccc(F)c4)c1c23 | -0.7 | -1 | -0.1 | -5
O=C1c2cc3ccccc3c(-c3ccccc3)c2C(=O)N1c1ccccc1-c1ccccc1 | 1.4 | 19 | 0.4 | -3
Cc1ccc(NC(=O)Cn2cnc3sc(C(=O)Nc4ccc5c(c4)OCCO5)c(C)c3c2=O)cc1Cl | 1.5 | -6 | 0.1 | 6

The listing continues:
structure | GPR151 activ | MITF primary | FBW7 activator | TEAD-YAP inh
Cc1cc(/C=N/NC(=O)c2cccnc2)c(C)n1-c1cccc([N+](=O)[O-])c1 | 0.4 | 0 | -0.1 | -8
CC1=C(C(=O)Nc2ccccc2C)C(c2ccc(Cl)cc2)NC(=O)N1 (stereo not given) | -0.4 | -17 | -0.1 | -15
CC1(OC(=O)c2cnc3ccccc3n2)C(=O)C=C2C=C(c3ccc(C#N)cc3)OC=C2C1=O (stereo not given) | -0.5 | 16 | 0.0 | nt
O=C(Nc1cccc(-n2cccn2)c1)C1CCCN(C2CSCCSC2)C1 (stereo not given) | 2.2 | 8 | 0.1 | -11
COc1ccccc1N1CCC(N2CCN(CC(C)(C)C)C(CCO)C2)CC1 (stereo not given) | 1.7 | -6 | 0.0 | 4
COc1ccc(-c2nnc(SCc3ccc([N+](=O)[O-])cc3)nc2-c2ccc(OC)c(OC)c2)cc1OC | 4.1 | 7 | -0.3 | -8
N#Cc1c(NC(=S)NC(=O)c2cccnc2)sc2c1CCCC2 | 1.1 | 13 | 0.4 | -3
Clc1ccc(-n2ncc3c(N4CCOCC4)ncnc32)cc1 | -0.3 | -9 | -0.1 | 80*
O=C1C2C3C=CC(C4CC34)C2C(=O)N1C12CC3CC(CC(C3)C1)C2 (stereo not given) | 0.4 | -4 | -0.2 | -7
O=C(CCN1CCOCC1)Nc1cc(C(=O)NCCC2=CCCCC2)ccc1N1CC2CC(C1)c1cccc(=O)n1C2 (stereo not given) | 2.4 | 0 | 0.0 | -15
Cc1cc(NC(=O)c2cccn(OCc3ccc(F)cc3)c2=O)no1 | 2.3 | -1 | 1.5 | -3
O=C(Cc1ccc(Cl)cc1)NCCc1ccc(F)cc1 | 4.6 | 2 | -0.2 | -13
O=C(CSc1nc2ccc(I)cc2c(=O)n1-c1ccccc1)N1CCCCC1 | 0.0 | 8 | 0.1 | 0
CN(C)S(=O)(=O)Nc1ccc(N2CCC(NCCc3ccccc3Cl)CC2)cc1 | 1.6 | -22 | 0.0 | -1
Cc1ccc(Cl)cc1NC(=S)N(Cc1cccs1)C1CCCC1 | -0.3 | 3 | 0.0 | -12
Cc1cc(C)n(CC(O)CN(c2cccc([N+](=O)[O-])c2)S(=O)(=O)c2ccccc2)n1 (stereo not given) | 0.7 | 11 | 0.0 | -1
CCCOc1ccc(/C(O)=C2/C(=O)C(=O)N(CCN(C)C)C2c2ccc(N(C)C)cc2)cc1C (stereo not given) | 0.1 | 11 | 0.0 | 0
CCC(C)c1ccccc1OCCCCNCCN (stereo not given) | 1.0 | 9 | -0.1 | -3
Cc1c(NC(=O)C2COc3ccccc3O2)c(=O)n(-c2ccccc2)n1C (stereo not given) | 2.1 | 3 | -0.2 | 5
O=C(CSc1cccc[n+]1[O-])N1c2ccccc2Sc2ccccc21 | 2.6 | 10 | 0.0 | -3
CC(C)CCCC(C)C1CCC2C3CC=C4CC(SC(=O)C5CCCC5)CCC4(C)C3CCC12C (stereo not given) | 1.8 | 0 | -0.1 | 3
COc1cccc(C(=O)Nc2c3c(nn2-c2ccc(C)cc2)CS(=O)C3)c1 (stereo not given) | -0.7 | -2 | 0.0 | 0
O=C(CSc1ccc(-c2ccc3c(c2)OCO3)nn1)NC1CCCCC1 | 3.2 | -7 | -0.1 | -12
Cc1cc(NC(=O)CSc2nn3c(=O)c(C)nnc3s2)no1 | 0.0 | -10 | 0.1 | -2
C/C(N)=C(/C#N)C(=O)CSc1nc2nn(-c3ccccc3)c(=O)c-2c2n1CCCCC2 | 1.3 | -4 | 0.2 | 1
FC(F)(F)c1ccc(N=c2oc3ccc(Br)cc3cc2-c2nc3ccccc3[nH]2)cc1 | 1.4 | -8 | -0.2 | -22
CCC1CCCCN1C(=O)Nc1ccc(Cl)cc1 (stereo not given) | 0.8 | 2 | 0.2 | 4
CC(=O)Nc1cc(C(=O)NCCN2CCCCCC2)ccc1Sc1ccc(F)cc1 | 0.0 | 12 | 0.5 | -20
CN(C)c1ccc(C(=S)N2CCN(S(=O)(=O)c3ccc(F)cc3)CC2)cc1 | -1.8 | 18 | -0.6 | 10
O=C1c2ccccc2C(=O)N1Nc1c([N+](=O)[O-])cc([N+](=O)[O-])c2cccnc12 | -0.2 | 6 | -1.6 | 3
Cc1ccccc1C1CC(=O)NC2=C1C(=O)CC(c1ccc(F)cc1)C2 (stereo not given) | 0.3 | 5 | 0.1 | -6
COc1ccccc1NC1CCCCC1NS(=O)(=O)c1ccccc1 (stereo not given) | -0.3 | 9 | -0.1 | 2
COc1ccc(C(=O)N2CCC(O)(c3ccccc3OC)CC2)cc1OC | 0.2 | 5 | 0.1 | -9
COC(=O)[C@H]1CN(C(=O)c2cccnc2)C[C@@H]1c1ccc(F)cc1 | 0.0 | 0 | 0.0 | -5
O=[N+]([O-])c1cc(C(F)(F)F)cc([N+](=O)[O-])c1NCc1ccccc1 | -0.4 | 15 | 0.6 | 7
CCOC(=O)c1ccc(NC(=O)CC2C(=O)N(c3ccc(OC)cc3)C(=S)N2CCCN2CCC(Cc3ccccc3)CC2)cc1 (stereo not given) | 0.2 | 14 | -0.3 | -8
CC(C)(C)NC(=O)c1sccc1C(=O)O | 0.7 | 3 | 0.1 | 2
CCOc1ccc(OCc2ccc(C(=O)NCc3cccnc3)o2)cc1 | -0.8 | 6 | -0.1 | -11
O=C1OC(c2cccc(Cl)c2Cl)=N/C1=C/c1cccc(F)c1 | -1.4 | 5 | -0.1 | 9
O=C(O)/C=C/c1ccc(Cl)cc1 | 1.3 | 0 | 0.1 | 7
Nc1nc(SCC(=O)NCCCN2CCOCC2)nc2sc3c(c12)CCCC3 | 0.1 | 0 | 0.0 | -13

Structures above with bromine, in the order listed:
structure | GPR151 activ | MITF primary | FBW7 activator | TEAD-YAP inh
Cc1nn(C(=O)CCN2C(=O)c3ccccc3C2=O)c(C)c1Br | -0.1 | 16 | 0.1 | 2
O=C(Nc1ccc(OC(F)F)cc1)c1ccc(Br)o1 | -1.4 | 14 | 0.8 | -22
FC(F)(F)c1ccc(N=c2oc3ccc(Br)cc3cc2-c2nc3ccccc3[nH]2)cc1 | 1.4 | -8 | -0.2 | -22

Assay outcomes deposited in PubChem BioAssay by The Scripps Research Institute Molecular Screening Center.
